Screening results: PubChem BioAssay, Sanford-Burnham Center for Chemical Genomics
NALP3 yeast inh = blocks the NALP3 inflammasome reconstituted in yeast; inhibition, % at 10 µM; 330,000 tested, 0.39% active; Yeast reconstituted NLRP3/ASC/caspase-1, beta-gal luminescence, 24 h; AID 2825;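 active = inhibition of 50% or more; inactive = inhibition below 50%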;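 note: plate controls were induced DMSO wells for no effect and uninduced yeast grown without galactose for full effect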
TIM10 inh = growth inhibitors of TIM10 yeast strain; 330,000 tested, 1.4% active; inhibition, % at 10 µM; S. cerevisiae TIM10 strain growth, BacTiter-Glo luminescence, 24 h;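 active = inhibition of 40% or more at the single tested concentration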;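 note: wild-type TIM10 isogenic control strain grown at permissive 25 °C; 0% = DMSO yeast wells and 100% = minimal medium wells without yeast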
mIAP activ = increases mouse intestinal alkaline phosphatase activity. muIAP, CDP-Star luminescence, 30 min; active compounds read high; 1 = vehicle-only enzyme signal, 0 = enzyme-free wells. activation factor at 10 µM. 330,000 tested, 0.24% active;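 active = activation factor of at least 2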; note: the source names both 10 and 20 µM as test concentration; values of inactives mirror those of a sister screen read the other way
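also added = chemiluminescent substrate CDP-Star | test system = mouse IAP enzyme | signal = chemiluminescence readout | compound = DMSO-dissolved test compounds | incubation = 30 min at room temperature | benchmarks = DMSO wells, no-enzyme wells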
hIAP act = human IAP activation; purified human IAP, CDP-Star luminescence, 30 min; active compounds read high; 1 = vehicle-only enzyme, 0 = enzyme-free background; activation factor at 10 µM; 330,000 tested, 0.16% active; AID 2524;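 active = activation factor of the enzyme at least 2-fold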; note: the source names both 10 and 20 µM as test concentration; values of inactives mirror those of a sister screen read the other way
Target sequence (P09923 whole entry, looked up): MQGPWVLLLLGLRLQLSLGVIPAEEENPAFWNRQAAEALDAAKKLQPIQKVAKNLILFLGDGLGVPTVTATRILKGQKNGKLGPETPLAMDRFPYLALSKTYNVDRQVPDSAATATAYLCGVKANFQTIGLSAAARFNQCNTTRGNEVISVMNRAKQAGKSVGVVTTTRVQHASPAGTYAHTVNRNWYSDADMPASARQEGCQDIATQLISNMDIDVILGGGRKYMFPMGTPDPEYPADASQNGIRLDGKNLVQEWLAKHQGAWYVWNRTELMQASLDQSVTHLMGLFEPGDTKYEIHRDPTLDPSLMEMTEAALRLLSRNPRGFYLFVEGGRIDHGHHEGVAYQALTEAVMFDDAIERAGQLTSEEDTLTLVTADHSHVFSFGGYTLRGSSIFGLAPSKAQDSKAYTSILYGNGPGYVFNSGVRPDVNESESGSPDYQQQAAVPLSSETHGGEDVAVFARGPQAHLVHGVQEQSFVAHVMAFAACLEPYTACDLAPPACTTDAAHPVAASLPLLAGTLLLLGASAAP
mIAP block = mouse IAP inhibition. purified mouse IAP, CDP-Star luminescence, 30 min. inhibition, % at 10 µM. 330,000 tested, 0.2% active. AID 2806;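 active = inhibition of at least 40% at 10 µM in the primary screen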;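 note: plate controls were DMSO with enzyme for no effect and no enzyme wells for full effect; values of inactives mirror those of a sister screen read the other way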
tim10-1 inh = tim10-1 yeast growth inhibition | S. cerevisiae tim10-1 ts strain growth, BacTiter-Glo, 24 h | inhibition, % at 20 µM | 330,000 tested, 2.2% active;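 active = inhibition of at least 40%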;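 note: mutant grown at 25 °C; 0% = DMSO wells with yeast and 100% = wells holding no yeast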
Apaf-1 inh = human Apaf-1 inhibition | O14727 | reconstituted apoptosome caspase-3 activity, DEVD-Rh110 fluorescence | inhibition, % at 20 µM | 330,000 tested, 0.71% active | AID 489030; active = inhibition of at least 40% at 20 µM;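 note: plate controls were DMSO wells for no effect and DEVD-CHO caspase inhibitor wells for full effect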
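Material: biochemical Apaf-1 apoptosome reconstitution. Medium: Hepes buffer, pH 7.5. Also added: cytochrome c activation, bis-DEVD rhodamine 110 substrate. Timing: 30 min compound preincubation, 50 min activation, room temperature. Measured by: rhodamine 110 fluorescence at Ex 480/Em 540 nm.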
hIAP inh = blocks human intestinal alkaline phosphatase; P09923; purified IAP, CDP-Star luminescence, 30 min; inhibition, % at 10 µM; 330,000 tested, 0.12% active;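 active = inhibition reaching a set limit with compound at 10 µM in the primary screen, cut at about 35% in these data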;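 note: plate controls were DMSO wells with enzyme for no effect and no-enzyme buffer wells for full effect; values of inactives mirror those of a sister screen read the other way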
ATG4B inh = ATG4B (human) cysteine protease inhibition | ATG4B cleavage of LC3-PLA2, NBD-HPC fluorescence, 1 h | AID 504462 | 340,000 tested, 0.51% active | Q9Y4P1 | inhibition, % at 8.33 µM; in the data active = inhibition above about 40%
Target sequence (Q9Y4P1 whole entry, looked up): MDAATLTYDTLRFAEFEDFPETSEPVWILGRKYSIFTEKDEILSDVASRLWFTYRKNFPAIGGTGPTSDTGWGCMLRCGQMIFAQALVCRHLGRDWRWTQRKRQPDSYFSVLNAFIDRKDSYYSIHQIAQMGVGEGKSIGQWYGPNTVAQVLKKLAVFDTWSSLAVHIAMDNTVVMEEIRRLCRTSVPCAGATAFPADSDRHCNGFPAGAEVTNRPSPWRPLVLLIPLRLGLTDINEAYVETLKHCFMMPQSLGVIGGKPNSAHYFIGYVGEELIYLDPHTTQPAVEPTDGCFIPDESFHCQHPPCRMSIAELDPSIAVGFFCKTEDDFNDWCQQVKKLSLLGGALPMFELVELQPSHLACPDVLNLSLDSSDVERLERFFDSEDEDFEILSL
Numbers without * were called inactive; x = not tested or not shown.

SMILES	NALP3 yeast inh	TIM10 inh	mIAP activ	hIAP act	mIAP block	tim10-1 inh	Apaf-1 inh	hIAP inh	ATG4B inh
COc1cc(OC)c(C(=O)CCCN2CCCC2)c(OC)c1	7	5	0.97	1	3	-21	-8	-2	-5
O=C(c1cc(C2CC2)nn1-c1ccccc1)N1CCN(c2ccccn2)CC1	18	13	0.98	1.2	2	42*	6	-21	6
CC(NC(=O)c1ccccc1NC(=O)c1ccccc1)C(=O)N1CCOCC1 (stereo not given)	3	-8	1	0.95	-3	13	-3	5	2
CCOc1ccc(/C=C(/NC(=O)c2ccccc2Cl)C(=O)O)cc1	-3	8	1	1	0	4	-10	-2	2
CC(=O)Nc1ccc(S(=O)(=O)N(C)CC(=O)N/N=C/c2cccs2)cc1	17	0	0.96	0.82	4	14	6	18	6
CCSS(=O)(=O)c1cccc2cccnc12	34	4	0.81	0.84	19	-13	-8	16	-2
CC1CCCN(C(=O)CSc2nnc(-c3cccnc3)n2C2CCCCC2)C1 (stereo not given)	11	3	1	0.86	-4	5	-3	14	2
CN(C)c1ccc(-c2nn3c(-c4cccnc4)nnc3s2)cc1	23	8	1	0.99	-4	7	7	1	-3
COc1ccc(CNC(=O)C2CCN(C(=O)c3ccccc3)CC2)cc1	3	1	1	0.93	0	7	-9	7	-7
O=C1C(=O)N(CC2CCCO2)C(c2ccco2)/C1=C(/O)c1ccc(F)cc1 (stereo not given)	-13	-18	1	0.95	-4	8	-4	5	-1
Cc1cc(C)n(-c2nc3ccccc3c(=O)n2OCC#N)n1	28	10	0.97	1.3	3	14	-3	-30	0
Cc1cccc(-c2sc(Nc3ccccc3)n[n+]2-c2ccccc2)c1	20	-9	1.1	0.99	-10	-4	6	1	5

Of the compounds above, these contain nitrogen in an aromatic ring:
SMILES	NALP3 yeast inh	TIM10 inh	mIAP activ	hIAP act	mIAP block	tim10-1 inh	Apaf-1 inh	hIAP inh	ATG4B inh
O=C(c1cc(C2CC2)nn1-c1ccccc1)N1CCN(c2ccccn2)CC1	18	13	0.98	1.2	2	42*	6	-21	6
CCSS(=O)(=O)c1cccc2cccnc12	34	4	0.81	0.84	19	-13	-8	16	-2
CC1CCCN(C(=O)CSc2nnc(-c3cccnc3)n2C2CCCCC2)C1 (stereo not given)	11	3	1	0.86	-4	5	-3	14	2
CN(C)c1ccc(-c2nn3c(-c4cccnc4)nnc3s2)cc1	23	8	1	0.99	-4	7	7	1	-3
Cc1cc(C)n(-c2nc3ccccc3c(=O)n2OCC#N)n1	28	10	0.97	1.3	3	14	-3	-30	0
Cc1cccc(-c2sc(Nc3ccccc3)n[n+]2-c2ccccc2)c1	20	-9	1.1	0.99	-10	-4	6	1	5

The list continues.
SMILES	NALP3 yeast inh	TIM10 inh	mIAP activ	hIAP act	mIAP block	tim10-1 inh	Apaf-1 inh	hIAP inh	ATG4B inh
O=C(O)CC12CC3CC(C1)CC(n1ncc(NCc4ccco4)c(Cl)c1=O)(C3)C2	19	4	0.93	0.96	7	-11	-2	4	-8
CC1(C)Cc2nc(N3CCOCC3)c(C#N)cc2CO1	20	-12	0.84	0.7	16	18	1	30	-10
CC(C)(C)c1ccc(/C=N/NC(=O)CN2CCS(=O)(=O)CC2)cc1	9	10	0.9	1.2	10	-10	1	-23	-6
CSc1ncccc1C(=O)Nc1ccccc1N1CCOCC1	10	7	0.93	1.1	7	16	-5	-11	-4
CCNc1nc(SC(C)C(=O)Nc2ccccc2)nc(N(C)C)n1 (stereo not given)	7	24	1.1	1.1	-15	3	-7	-6	-8
Cc1cccc(-n2ncc3c2CCCC3NC(=O)CCc2cccnc2)c1C (stereo not given)	17	2	1	1.3	-4	0	-5	-28	3
CC(C)=CC(=O)OCC(=O)Nc1cccc([N+](=O)[O-])c1	6	-3	1.1	1.1	-12	-2	-6	-10	-2
Cc1c(C(=O)CN2CCN(c3ccccc3)CC2)c2ccccc2n1C	23	-4	0.96	1	4	17	7	-4	3
CC(OC(=O)C1=Cc2ccccc2OC1)C(=O)NCc1ccco1 (stereo not given)	9	5	0.95	1.1	5	7	1	-6	0
CC1CCCCC1NC1=NCCCS1 (stereo not given)	21	6	1	0.94	0	-3	-7	6	x
COc1ccc(CCN2CC(C(=O)N3CCC(OC)CC3)CCC2=O)cc1 (stereo not given)	18	-3	0.92	1	8	0	3	-2	12
CCN(C(=O)COc1ccccc1[N+](=O)[O-])C1CCS(=O)(=O)C1 (stereo not given)	-6	6	0.99	1.1	1	-6	-2	-14	-2
COc1ccc(CNC(=S)Nc2cc(OC)ccc2OC)cc1	10	-2	0.97	0.95	3	10	-3	5	-4
c1ccc(-c2n[nH]c3c2CCC3)cc1	35	-3	1	1.1	-1	-34	-1	-14	2
CN(c1ccc(C(=O)NCc2ccc3c(c2)OCO3)cc1)S(=O)(=O)c1ccccc1	13	-11	1	1.1	-2	2	12	-9	-4
CCCCCN(C(=O)CCC(=O)OCC(=O)c1c(C)cc(C)cc1C)c1c(N)n(CCCC)c(=O)[nH]c1=O	4	15	0.95	0.94	5	5	5	6	-8
CCCCOc1ccc(S(=O)(=O)NC(=O)NCc2ccc(OCCC)cc2)cc1	15	20	1	0.98	0	23	4	2	-3
COc1cc(/C=C/C(=O)NC2CCCCC2)cc(OC)c1OC	18	-11	0.95	0.96	5	-17	-9	4	4
COc1ccc(S(=O)(=O)Nc2cc(S(=O)(=O)c3ccccc3)c(O)cc2C)cc1	26	9	0.93	0.8	7	5	7	20	-2
CCCCCOc1ccc(C(=O)Nc2ccc(N3CCOCC3)cc2N2CCOCC2)cc1	33	12	0.99	0.88	1	21	-6	12	2
COc1ccc(CNC(=O)COC(=O)Cc2ccc(Cl)cc2Cl)cc1	26	6	1	1.1	-1	27	0	-8	26
CCCC(c1nnnn1CS(=O)(=O)c1ccc(C)cc1)N1CCN(c2ccccc2)CC1 (stereo not given)	11	40	0.99	0.92	1	23	36	8	-9
O=C(COC(=O)c1ccc(F)cc1)Nc1nc2ccc([N+](=O)[O-])cc2s1	22	1	0.97	1	3	-16	12	-1	-5
C=CCON1C(=O)C(=O)N(OCC=C)[C@H]2CCCC[C@H]21	1	13	0.96	1.1	4	5	-18	-10	-4
CC1CN(S(=O)(=O)c2cccc(C(=O)NCC3COc4ccccc4O3)c2)CC(C)O1 (stereo not given)	-8	13	0.97	1	3	32	-3	-2	-2
CC1(C)CC(=O)C(C=NCCCN2CCOCC2)=C(O)C1	12	-5	0.88	1.1	12	18	-6	-6	0
CN(Cc1ccccc1)C(=O)Cn1c(=O)oc2cc(S(=O)(=O)NCc3ccccc3)ccc21	19	-5	0.98	0.94	2	-7	4	6	1
O=C1CC(c2ccccc2)CC(=NCCO)/C1=C(\O)CCCN1C(=O)c2ccccc2C1=O (stereo not given)	8	17	0.95	1	5	4	-5	-3	-1
CCCCn1nc2cc(C(=O)NCc3cc(C(F)(F)F)cc(C(F)(F)F)c3)ccc2c1OC	16	-4	1	1.1	-5	-9	8	-12	14
C=CCOc1ccccc1CNn1nnnc1N	6	3	0.98	0.79	2	4	-13	21	-6
COc1ccc(Cl)cc1NC(=S)Nc1ccc(Cl)cn1	7	6	0.96	1.1	4	-15	-12	-5	-3
CCOc1ccc(N2CC(C(=O)Nc3ccc(F)cc3F)CC2=O)cc1 (stereo not given)	11	10	1	1.3	-1	18	2	-30	8
Cc1ccccc1NC(=O)CC1SC(=NC2CCCCC2)NC1=O (stereo not given)	14	5	0.99	1.2	1	4	-5	-18	-6
Cc1cc(C)c2c(c1)c(C)cc1nnc(SCC(=O)c3cccs3)n12	1	25	1	0.77	0	25	-8	23	-1
Cc1cc(C)c(C)c(OCC(=O)N2CCN(c3ccccn3)CC2)c1	21	8	1.1	1.2	-11	28	20	-20	0
Cc1cc(=O)[nH]c(N/N=C/c2c(C)nn(-c3ccc(F)cc3)c2Cl)n1	0	-2	0.93	0.95	7	21	3	5	4
CCOC(=O)Cc1csc(NC(=O)c2ccc(Br)o2)n1	23	-9	0.92	0.93	8	-10	14	7	-6
Cc1ccc(C(=O)NCCSc2ccc(Cl)cc2)cc1S(=O)(=O)Nc1ccccc1	2	20	0.83	1.1	17	26	10	-8	-15
CCOC(=O)c1nn(-c2cccc(C)c2)c2nnc(Cc3ccc(C)cc3)c(=O)n12	6	-31	1	0.79	-2	-13	15	21	-4
CCOC(=O)C(C)Sc1ncc(OC)c(=O)[nH]1 (stereo not given)	-6	-13	0.99	1.1	1	10	-2	-8	-10
Cc1cc2ncc(C(N)=O)cn2n1	-22	3	1	1.1	-1	20	4	-9	5
CCN1CCCC1CNC(=O)c1c(O)c2c([nH]c1=O)CCCC2 (stereo not given)	12	-14	0.99	1	1	-2	0	-1	-7
Cc1nn(-c2ccccc2)c(NC(=O)c2cccs2)c(-c2ccccc2)c1=O	1	0	1	1	-2	2	-3	-3	-2
COc1ccc(-n2nc(C(=O)NCC(=O)N3CCOCC3)c3ccccc3c2=O)c(OC)c1	8	-2	0.98	1.1	2	-5	4	-8	-6
CCN1C(=O)[C@@H]2[C@H](C1=O)[C@@H]1C(=O)Nc3ccccc3C(=O)N1[C@@H]2c1ccc(OC)cc1	13	1	0.96	0.97	4	6	8	2	5
Cc1cccc(C)c1NC(=O)CN(C)C(=O)c1cccc(S(=O)(=O)N2CCN(c3ccc(F)cc3)CC2)c1	25	16	0.97	1.1	3	10	16	-5	5
C/C(=N\Nc1nc2ccccc2[nH]1)c1cccs1	20	5	1.1	1	-7	24	5	-2	-13
CCCNC(=O)c1ccccc1NC(=O)COc1cccc2c1OC(C)(C)C2	23	19	1	0.99	-4	27	0	1	-6
CC(=O)CC(C)(C)Nc1nc2cc([N+](=O)[O-])ccc2o1	1	-4	1	1	0	7	1	-2	-3
O=C(N/N=C/c1ccc(Cl)c([N+](=O)[O-])c1)C1CC1	7	16	0.94	0.87	6	20	-7	13	-15
CCOc1ccc(C(=O)NCC(=O)OCCN2C(=O)c3ccccc3C2=O)cc1OCC	-17	-2	1.2	1.1	-22	28	12	-9	-7
Cc1cccc(-n2ncc3c2CCCC3NC(=O)Cn2cccn2)c1C (stereo not given)	21	9	1.1	1.1	-8	14	11	-6	4
Cc1nc(NS(=O)(=O)c2ccc(Cl)s2)c2c3c(sc2n1)CCCC3	-5	-2	1	1.2	-3	16	3	-20	22
CC(C)(C)NC(=O)C[C@H]1C[C@H](C(=O)N2CCCCC2)[C@@]2(CCc3ccccc3)c3[nH]c4cc(-c5ccco5)ccc4c3CCN2C1=O	x	-2	1.1	x	-9	3	15	x	0
Fc1ccc(-c2nnc(-c3ccc(F)cc3)o2)cc1	14	5	1	0.85	-2	15	-13	14	1
Clc1ccc2nc(CN3CCCCCC3)cn2c1	-2	0	1	0.9	-5	4	-2	10	-2
CC1=C(C(=O)Nc2ccccc2)C(c2ccc(C)cc2)N=C(Nc2nc3ccccc3o2)N1 (stereo not given)	0	7	1.1	0.81	-9	-3	-23	19	19
COc1cccc(CN(C)C(=O)c2ccc(NS(=O)(=O)c3ccc(F)cc3)cc2)c1OC	29	6	1	1.1	-4	19	9	-8	2
O=C(Nc1ccccn1)c1cccc(S(=O)(=O)N2CCCCC2)c1	8	-17	1	1.1	-2	9	2	-7	-10
O=C(C1CCCCC1)N1CCN=C1SCc1cccc([N+](=O)[O-])c1	-25	12	0.98	1	2	27	-5	-1	4
COC(=O)COc1ccc(C(=O)Cn2c(NCCCO)nc3ccccc32)cc1	22	7	1	0.94	-2	-4	-11	6	0
